# Bioassay records as filed in PubChem BioAssay.
# Cav32 inh = human Cav3.2 channel inhibition, primary screen | O95180 | Cav3.2-expressing cells, Fluo-4 calcium fluorescence FDSS; hits give low values | AID 449739 | B-score at 10 µM | hit rate 4% among 100,000;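 active means single-dose well whose peak fluorescence ratio is a statistical outlier from its plate by either plate-standardised score or position-corrected B-score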
# Target sequence (O95180 whole entry, looked up): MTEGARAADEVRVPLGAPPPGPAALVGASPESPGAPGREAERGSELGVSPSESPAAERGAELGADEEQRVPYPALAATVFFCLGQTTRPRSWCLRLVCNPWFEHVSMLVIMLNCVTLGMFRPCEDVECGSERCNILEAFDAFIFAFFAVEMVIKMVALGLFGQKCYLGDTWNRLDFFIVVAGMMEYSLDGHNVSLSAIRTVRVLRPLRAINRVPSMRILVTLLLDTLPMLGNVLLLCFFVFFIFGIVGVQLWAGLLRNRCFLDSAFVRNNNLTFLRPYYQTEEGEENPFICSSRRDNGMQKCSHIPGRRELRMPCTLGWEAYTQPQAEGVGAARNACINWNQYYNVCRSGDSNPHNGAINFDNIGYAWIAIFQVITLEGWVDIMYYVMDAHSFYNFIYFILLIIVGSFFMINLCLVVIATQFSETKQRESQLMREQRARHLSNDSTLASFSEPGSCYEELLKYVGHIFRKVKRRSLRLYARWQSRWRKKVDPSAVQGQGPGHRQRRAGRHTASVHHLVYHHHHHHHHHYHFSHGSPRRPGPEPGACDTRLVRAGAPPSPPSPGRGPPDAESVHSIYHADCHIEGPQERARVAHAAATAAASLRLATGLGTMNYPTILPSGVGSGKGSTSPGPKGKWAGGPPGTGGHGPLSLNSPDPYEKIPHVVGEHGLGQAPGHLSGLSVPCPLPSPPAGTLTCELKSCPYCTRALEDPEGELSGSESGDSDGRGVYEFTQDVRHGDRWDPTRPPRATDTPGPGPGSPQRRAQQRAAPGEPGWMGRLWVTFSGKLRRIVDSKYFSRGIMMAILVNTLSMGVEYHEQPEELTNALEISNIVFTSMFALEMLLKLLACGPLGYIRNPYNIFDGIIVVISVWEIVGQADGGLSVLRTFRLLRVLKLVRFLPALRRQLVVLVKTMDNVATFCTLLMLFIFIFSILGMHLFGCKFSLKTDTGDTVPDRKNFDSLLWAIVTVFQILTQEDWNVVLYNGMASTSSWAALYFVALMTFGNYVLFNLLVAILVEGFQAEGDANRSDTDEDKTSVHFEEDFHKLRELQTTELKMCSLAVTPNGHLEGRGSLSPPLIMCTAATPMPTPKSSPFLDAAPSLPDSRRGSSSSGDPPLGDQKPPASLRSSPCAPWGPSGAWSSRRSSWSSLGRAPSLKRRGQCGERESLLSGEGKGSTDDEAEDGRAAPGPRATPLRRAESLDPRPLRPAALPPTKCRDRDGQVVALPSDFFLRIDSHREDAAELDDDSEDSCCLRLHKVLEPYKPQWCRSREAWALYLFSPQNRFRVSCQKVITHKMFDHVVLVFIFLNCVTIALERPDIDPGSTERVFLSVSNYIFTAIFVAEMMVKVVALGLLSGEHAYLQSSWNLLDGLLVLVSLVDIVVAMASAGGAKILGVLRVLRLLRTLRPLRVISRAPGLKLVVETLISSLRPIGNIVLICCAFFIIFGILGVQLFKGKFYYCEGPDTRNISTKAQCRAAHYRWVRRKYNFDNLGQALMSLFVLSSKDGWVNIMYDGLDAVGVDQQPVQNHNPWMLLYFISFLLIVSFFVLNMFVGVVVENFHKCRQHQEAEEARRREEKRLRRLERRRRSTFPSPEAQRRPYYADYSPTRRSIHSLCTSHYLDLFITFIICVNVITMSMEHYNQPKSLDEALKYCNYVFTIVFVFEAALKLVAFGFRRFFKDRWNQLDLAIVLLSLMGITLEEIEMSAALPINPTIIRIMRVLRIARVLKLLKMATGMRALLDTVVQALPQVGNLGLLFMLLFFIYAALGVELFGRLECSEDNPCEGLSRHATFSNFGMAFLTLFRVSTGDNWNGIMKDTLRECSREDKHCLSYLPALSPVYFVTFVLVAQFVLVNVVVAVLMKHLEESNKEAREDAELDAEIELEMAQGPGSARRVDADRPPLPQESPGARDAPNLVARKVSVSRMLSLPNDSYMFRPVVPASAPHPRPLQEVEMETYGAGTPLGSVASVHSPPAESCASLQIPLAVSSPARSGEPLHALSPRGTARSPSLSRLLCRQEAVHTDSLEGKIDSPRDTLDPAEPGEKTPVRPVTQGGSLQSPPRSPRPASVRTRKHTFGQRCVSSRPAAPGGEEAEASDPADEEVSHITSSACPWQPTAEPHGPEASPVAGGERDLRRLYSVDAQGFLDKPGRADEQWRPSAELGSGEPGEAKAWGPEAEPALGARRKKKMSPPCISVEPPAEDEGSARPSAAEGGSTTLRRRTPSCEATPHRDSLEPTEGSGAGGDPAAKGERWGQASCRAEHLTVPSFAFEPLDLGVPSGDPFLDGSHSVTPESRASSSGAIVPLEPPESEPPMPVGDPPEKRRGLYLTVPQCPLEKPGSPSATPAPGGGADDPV
# Active calls of the source: *. This is a subset; count on the stated rates, not on these rows.
Cav32 inh	molecule
-6.02*	COc1ccc(NC(C)C(=O)Nc2ccc(C(C)(C)C)cc2)cc1Cl (stereo unspecified)
0.213	CCOC(=O)N1CCN(c2ncnc3c2[nH]c2ccc(F)cc23)CC1
1.08	COc1cc(O)c(C(CCN2CCCC2)c2cc(OC)c(OC)c(OC)c2)c(OC)c1 (stereo unspecified)
-0.00902	CSc1nnc(-c2sc(-c3ccccc3)nc2C)n1C
1.24	O=c1cc(-c2ccc(O)cc2)oc2c(C3OCC(O)C(O)C3O)c(O)c(C3OC(CO)C(O)C(O)C3O)c(O)c12 (stereo unspecified)
0.182	O=c1c2[nH]c3ccccc3c2ncn1CCCn1ccnc1
0.483	Cc1csc2nc(CSc3nc4ccccc4o3)cn12
0.0841	CCOc1ccc(/C(=N\O)C(C)NO)cc1 (stereo unspecified)
0.248	COc1ccc(CN(Cc2cccnc2)S(=O)(=O)c2ccc(-n3cnnn3)c(C)c2)cc1OC
0.015	COc1ccccc1C(=O)N1CCN(C2CCN(Cc3ccccc3)CC2)CC1
-1.67	Cc1ccc(C)c(OCC(=O)Nc2nonc2NC(=O)COc2cc(C)ccc2C)c1
-6.19*	O=C1c2ccccc2C(Nc2ccc3c(c2)OCCO3)N1Cc1ccccc1 (stereo unspecified)
0.594	O=C(c1ccccc1)c1c[nH]c(C(=O)NCCCN2CCOCC2)c1
0.682	O=C1NC2=C(C(=O)CCC2)C(c2ccc3ncccc3c2)N1 (stereo unspecified)
-0.0495	COc1ccc(NC(=O)NCc2ccccn2)cc1OC
0.314	CCCC(=O)Nc1cccc(-c2nc3cc(C)c(C)cc3o2)c1
0.21	CC(C(=O)Nc1sc2c(c1C(=O)NCc1ccco1)CCCC2)N1C(=O)c2ccccc2C1=O (stereo unspecified)
0.156	O=C(Nc1cc2c(oc1=O)CCCC2=O)c1ccc(Cl)cc1
0.161	O=[N+]([O-])c1ccccc1NCCNc1ncc(C(F)(F)F)cc1Cl
-2.68	CC(C)(C)OC(=O)NC(=NCCCc1cn(CC(=O)N2CCN(C(=O)OC(C)(C)C)CC2)nn1)NC(=O)OC(C)(C)C
0.295	CCOC(=O)C1C2C=CC3(CN(c4ccc(Cl)c(F)c4)C(=O)C13)O2 (stereo unspecified)
0.0721	CCC(CC)C(=O)NCCc1cc2c(OC)ccc(OC)c2[nH]c1=O
0.26	Nc1ccc(C23CC4CC(CC(CO)(C4)C2)C3)cc1
0.038	CCCCc1nc2sc3c(SCC(=O)NCc4ccco4)ncnc3c2c2c1CCC2
-2.83	Cc1ccc2nc(N3CCN(Cc4ccc(F)cc4)C3=O)c(C)cc2c1
-0.00637	Cc1ccccc1Nc1nc(N)nc(CSc2nnnn2-c2ccccc2)n1
0.239	Cc1ccc(NC(=O)CSCC#N)cc1
-0.0978	C=C(C)c1cccc(C(C)(C)NC(=O)NCC2CCCO2)c1 (stereo unspecified)
-4.73*	COC(=O)C1=C(C)NC2=C(C(=O)CC(C)(C)C2)C1c1cn(Cc2ccc(Br)cc2)nc1-c1ccccc1 (stereo unspecified)
-1.27	COC(=O)c1sccc1NC(=O)c1csc(C)c1
0.0893	CCCCOc1ccc(C(=O)NCC(=O)NCC(=O)OCC)cc1
0.409	O=c1cc(NC2CCCCCC2)[nH]c(=O)[nH]1
1.49	CCOc1ccc2nc(-c3ccc(OC)c(OC)c3)cc(C(=O)O)c2c1
-3.81*	Nc1c(C(=O)c2ccccc2)sc(Nc2ccccc2)c1S(=O)(=O)c1ccccc1
-0.0512	CC(C)(C)c1nnc(NC(=O)NS(=O)(=O)c2ccccc2)s1
-2.95	Cc1cc(C(N)=O)c2ccccc2n1
-1.04	CCOC(=O)c1ccc(NC(=O)Cn2nnc(-c3ccccc3C)n2)cc1
-0.0692	O=C(O)CSCC(=O)Nc1ccccc1
-2.03	COc1ccc(CNC(=O)COC(=O)c2n[nH]c3ccccc23)cc1
-0.676	O=C(C1=C[C@H](c2ccc(C(F)(F)F)cc2)C[C@H](OCCCCO)O1)N1CCOCC1
-0.28	C=CCOc1ccc(CN(C)CC(=O)N(CC(C)C)c2c(N)n(CC(C)C)c(=O)[nH]c2=O)cc1
-0.391	COc1cccc(-c2cc(C(F)(F)F)nc(NCc3ccco3)n2)c1
-0.0307	Cn1ncc(N=Cc2c(O)ccc3ccccc23)c1C(=O)N1CCOCC1
-0.434	Cc1ccc(C(=O)Nc2nc3c(s2)CCCC3)o1
0.0316	O=C(Nc1ccc2nc3n(c(=O)c2c1)CCCCC3)c1ccccn1
-1.44	O=[N+]([O-])c1ccc(N2CCN(CCOc3nonc3-c3ccccc3)CC2)c(Cl)c1
-1.28	O=C(Cc1cn2ccsc2n1)NCCc1ccc(F)cc1
0.0477	CCCCCCc1cc2cc(S(=O)(=O)c3ccc(C)cc3)c(=O)oc2cc1O
-0.299	CCOc1ccc(C(C)=O)cc1COC(=O)C1=COCCO1
-0.394	Cc1ccc(-n2nnnc2-c2ccco2)cc1
-1.13	O=C(Nc1ccccc1O)c1cc(S(=O)(=O)N2CCOCC2)c(Cl)cc1Cl
1.44	CCOC(=O)c1ccc(NC(=O)CSc2nnc(-c3cccs3)n2C)cc1
0.101	NC1=NC[C@H](Cc2ccc(O)cc2)N1CCc1cc(C(F)(F)F)cc(C(F)(F)F)c1
0.0512	COCCCNC(=O)C(Cc1ccccc1)NS(=O)(=O)c1ccc2c(c1)c(=O)n(C)c(=O)n2C (stereo unspecified)
0.937	CC(C)=CCCC(C)CN(C)CCc1ccccn1 (stereo unspecified)
-3.55	CC(C)CCCC(C)NS(=O)(=O)Cc1ccccc1 (stereo unspecified)
-0.00778	Cc1nn(Cc2c(F)c(F)c(F)c(F)c2F)c(C)c1NC(=O)c1c([N+](=O)[O-])c(C)nn1C
-0.263	O=C(O)c1ccc(OCc2occc2C(=O)O)cc1
0.253	OCCCn1c(C2CCCN2c2nc(-c3ccc(F)cc3)cs2)nc2cc(Cl)c(Cl)cc21 (stereo unspecified)
-0.331	Cc1ccccc1NC(=O)Cc1nc(CSc2nnc(-c3ccc4c(c3)OCO4)o2)cs1

# (cont.)
Cav32 inh	molecule
-0.234	COC(=O)C1=CN(Cc2cccs2)C=C(C(=O)OC)C1c1cccc(OC)c1OC
0.466	N#Cc1cnn2cc(-c3ncc(C(F)(F)F)cc3Cl)cnc12
0.121	CN(C)C(=O)Oc1cccc([N+](C)(C)C)c1
0.00845	CCOC(=O)c1c(NC(=O)C(F)(OC)C(F)(F)F)sc2c1CCN(C)C2 (stereo unspecified)
-3.82	CCc1ccc(NC(=O)c2ccc3c(c2)C(=O)N(Cc2ccco2)C3=O)cc1
0.453	O=C(COc1ccc(Cl)cc1)N1CCN(c2ncccn2)CC1
-0.926	Cc1ccc(-c2nc3cc(N)ccc3o2)c(C)c1
-3.08	Cc1c(C(=O)NCCc2ccccc2)oc2ccc(S(=O)(=O)N3CCC4(CC3)OCCO4)cc12
0.915	CC1=CC(C)C2C(=O)N(CCC[N+](C)(C)C)C(=O)C2C1 (stereo unspecified)
-0.261	O=C(c1ccc(=O)[nH]c1)N(Cc1ccco1)C1(C(=O)NC2CCCCC2)CCCCC1
1.32	NC(=O)C1CCN(C(=O)CSc2nc3c(c(-c4ccccc4)n2)CCCC3)CC1
0.0116	COc1ccc(-c2noc3c2-c2nc(C(C)C)sc2CC3)cc1
-0.105	COc1ccc(OC)c(N(CC(=O)N2CCCCC2)S(=O)(=O)c2ccc(OC)c(OC)c2)c1
-0.452	Cc1ccc(NC(=S)NCCc2ccc(S(N)(=O)=O)cc2)c(C)c1
0.408	CN(Cc1cccs1)S(=O)(=O)c1cccs1
-0.0301	CC(=O)n1cc([C@H]2C=C(C(=O)N3CCOCC3)O[C@@H](OCc3ccc(CO)cc3)C2)c2ccccc21
0.0824	Cc1ccc(CN2C(=O)CCC2(C)C(=O)NCc2cccnc2)cc1 (stereo unspecified)
-1.11	Cc1cc(C)n(C(=O)CCCCCCCC(=O)n2nc(C)cc2C)n1
0.411	CC(C)=CCc1cc([C@@H]2COc3c(ccc4c3C=CC(C)(C)O4)C2)c(O)cc1O
0.874	CCC(C(=O)N1CCN(C(=O)c2ccco2)CC1)c1ccccc1 (stereo unspecified)
-5.64*	CC(C)CC(=O)Nc1nc(=S)ss1
-4.43*	Cc1ccc(NS(=O)(=O)c2cc(C(=O)NCCSc3ccc(C)cc3)ccc2C)cc1
0.318	O=C(Nc1nc(=O)c2ccccc2s1)c1ccccc1
0.206	Cc1ccc(SCC(=O)Nc2ccc(N3CCN(c4ccccc4)CC3)c(F)c2)cc1
1.27	CC(=O)N1CN(C2CCS(=O)(=O)C2)Cc2c1sc1c2CCCC1 (stereo unspecified)
-3.28	O=[N+]([O-])c1nn(-c2ccccc2)n(O)c1=NCc1ccc2c(c1)OCO2
0.606	O=C(/C=C/c1ccc2c(c1)OCO2)N1CCOCC1
0.908	c1csc(CNc2ncnc3nc[nH]c23)c1
-0.0716	COC(=O)c1cc2oc3ccccc3c2n1CC(=O)Nc1ccccc1OC
0.0331	CC(C)COP(=O)(OCC(C)C)C(O)c1ccccc1F (stereo unspecified)
0.221	Cc1oc(C(C)(C)C)cc1C(=O)N1CCCC1C(=O)O (stereo unspecified)
-0.15	CNC(=O)CSc1nnc(-c2cccc(S(=O)(=O)N3CCOCC3)c2)n1-c1ccc(F)cc1
-0.84	Cc1cc(NC(=O)c2cnn3c(C(F)(F)F)cc(-c4ccccc4)nc23)no1
-0.402	O=C(c1ccc(Br)o1)N1CCN(c2ccc(F)cc2)CC1
-0.00578	Cc1cc(O)c(C(C)C)cc1NC(=O)Cn1nc(C)c2ccccc2c1=O
0.769	CCOC(=O)N1CCN(CC(O)COCc2ccc(Cl)cc2)CC1 (stereo unspecified)
0.551	CCN1C(=O)N[C@@H](c2cccc(C(F)(F)F)c2)C(C(C)=O)=C1C
0.783	Cc1occc1-c1nnc(SCC(=O)NC(C)(C)C)n1C(C)c1ccccc1 (stereo unspecified)
-0.00766	CCN(CC)CCNC(=O)c1ccc(N)cc1
0.067	COc1ccc(NC(=O)c2ccccc2F)cc1Cl
-0.254	Cc1cccc(C)c1Nc1nnc(SCC(=O)NCc2ccco2)s1
-2.16	O=C(COc1ccc(Cl)cc1)NCc1nnc(SCC(=O)Nc2ccc3c(c2)OCCO3)o1
1.3	Cc1cccc2cc(CN(CCN3CCOCC3)C(=O)NCc3ccccc3)c(=O)[nH]c12
1.36	O=C(CCN1C(=O)c2ccccc2C1=O)N1CCN(Cc2ccccc2)CC1
0.477	COc1ccc2[nH]c(C)c(CCN3C(=O)C4CC=CCC4C3=O)c2c1 (stereo unspecified)
0.144	O=C(O)CCC1OC(=O)C(O)=C1c1ccccc1 (stereo unspecified)
-1.72	CCOc1ccccc1C(=O)N(C)Cc1cc2cc(OC)ccc2[nH]c1=O
-0.563	COc1ccccc1OCC(=O)c1[nH]c(C)c(C(C)=O)c1C
0.0463	Cn1c(SCC(=O)NCC2CCCO2)nnc1-c1c[nH]c2ccccc12 (stereo unspecified)
0.533	CC(=O)Nc1ccc(S(=O)(=O)c2ccc(N)cc2)cc1
0.00234	Cc1ccc(OC(=O)COc2ccccc2)c(-n2nc3ccccc3n2)c1
0.177	CCC(C(=O)OC)n1cnc2c(cnn2-c2ccc(Cl)cc2)c1=O (stereo unspecified)
-1.12	COc1cccc(-c2cc3nc4c(c(N5CCC6(CC5)OCCO6)n3n2)CCCC4)c1
-0.0319	COc1ccc(N2CCN(c3nc4c(c(=O)n(C)c(=O)n4C)n3CCCc3ccccc3)CC2)cc1
1.31	Cc1noc(C)c1COC(=O)CN(C)S(=O)(=O)c1ccc(Cl)cc1
2.53	O=c1c2ccccc2nc2n1C(CSCc1ccccc1)CS2 (stereo unspecified)
-2.78	COc1cccc(C(=O)COC(=O)C(C)N2C(=O)c3ccccc3C2=O)c1 (stereo unspecified)
0.66	O=C(NCc1ccccc1F)c1ccc2c(c1)OCO2
-0.444	CC(=O)c1ccc(Sc2ccccc2)cc1
-3.84	O=C(CSc1nnnn1C1CCCCC1)Nc1cccc(NC(=O)c2ccco2)c1

# Copied from the list:
# Cav32 inh with `O=C(CSc1nnnn1C1CCCCC1)Nc1cccc(NC(=O)c2ccco2)c1` stands at -3.84
# Cav32 inh with `COc1ccccc1OCC(=O)c1[nH]c(C)c(C(C)=O)c1C` stands at -0.563
# Cav32 inh with `O=c1c2ccccc2nc2n1C(CSCc1ccccc1)CS2` (stereo unspecified) stands at 2.53
# Cav32 inh with `O=C(NCc1ccccc1F)c1ccc2c(c1)OCO2` stands at 0.66

# Later entries:
Cav32 inh	molecule
0.388	CCCC(=O)c1ccc2c(c1)OCCO2
0.802	C[N+]1([O-])[C@@H]2Cc3cc4c(cc3[C@@H]1Cc1cc3c(cc12)OCO3)OCO4 (stereo partly specified)
0.24	O=C1CC(N2CCN(Cc3ccccc3)CC2)C(=O)N1CCc1ccccc1 (stereo unspecified)
-0.214	Cc1csc2ncc(C(=O)N3CCCc4ccccc43)c(=O)n12
0.0141	Cn1c(SCc2c(Cl)cccc2Cl)nnc1-c1cccs1
-0.0164	CNS(=O)(=O)c1ccc(Oc2ccc(S(=O)(=O)NC)cc2)cc1
-0.0726	CC(C)(C)NC(=O)Cn1nnc(-c2cccs2)n1
0.542	O=C(O)CCCCCCC1C(=O)NC(=O)N1CCC(O)C1CCCCC1 (stereo unspecified)
-0.132	CCOC(=O)c1c(C#N)cnn1-c1ccc(C)cc1
-0.326	COc1ccc(-c2noc(CCC(=O)Nc3ccc4c(c3)OCCO4)n2)cc1
-0.554	O=C(Cn1nnc(-c2ccncc2)n1)Nc1ccc2c(c1)CCC2
1.25	COC(=O)[C@H](C)NC(=O)Nc1ccc(Oc2ccccc2)cc1

# Some of the entries so far, as comma-separated lines.
molecule,Cav32 inh
Cn1c(SCc2c(Cl)cccc2Cl)nnc1-c1cccs1,0.0141
CNS(=O)(=O)c1ccc(Oc2ccc(S(=O)(=O)NC)cc2)cc1,-0.0164

# Of the compounds above, these contain a cyano group:
Cav32 inh	molecule
0.239	Cc1ccc(NC(=O)CSCC#N)cc1
0.466	N#Cc1cnn2cc(-c3ncc(C(F)(F)F)cc3Cl)cnc12
-0.132	CCOC(=O)c1c(C#N)cnn1-c1ccc(C)cc1
